MEX-5 binding: MEX-5 zinc finger RNA-binding disruptors – biochemical, C. elegans, fluorescence polarization, MLPCN library, primary screen | Zinc finger protein mex-5 (Caenorhabditis elegans), Q9XUB2 | MEX-5/FITC-TCR2 RNA binding; stronger effect = lower value | activity score (negative = inhibition of binding), % at 10 µM | hit rate 0.38% among 300,000 | AID 1832, 2009;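 active means inhibition past about -25% in most replicates, and total fluorescence under double the plate's negative control median, limit read from the data; inconclusive means replicates evenly split on the limit, or fluorescence at least double controls; inactive means too little inhibition in most replicates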;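 further: 0% = DMSO and -100% = 5 µM competing unlabeled TCR2 RNA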
Target sequence (Q9XUB2 whole entry, looked up): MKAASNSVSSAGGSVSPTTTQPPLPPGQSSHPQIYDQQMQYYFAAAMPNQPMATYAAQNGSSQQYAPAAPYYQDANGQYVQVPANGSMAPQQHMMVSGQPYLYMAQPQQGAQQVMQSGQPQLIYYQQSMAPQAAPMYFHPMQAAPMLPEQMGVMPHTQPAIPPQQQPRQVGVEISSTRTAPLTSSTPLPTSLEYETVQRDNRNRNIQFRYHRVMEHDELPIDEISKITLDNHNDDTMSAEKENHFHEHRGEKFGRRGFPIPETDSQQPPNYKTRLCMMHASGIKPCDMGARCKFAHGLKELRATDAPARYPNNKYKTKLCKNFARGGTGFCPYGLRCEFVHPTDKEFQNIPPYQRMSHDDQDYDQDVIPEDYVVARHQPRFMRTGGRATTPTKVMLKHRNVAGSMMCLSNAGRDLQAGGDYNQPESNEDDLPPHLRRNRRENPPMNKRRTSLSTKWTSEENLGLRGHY
Fam108B inh: mouse Fam108B serine hydrolase inhibitors, primary screen, counter-screen for RBBP9 inhibitor project, biochemical, fluorescence polarization. hit rate 0.33% among 300,000. inhibition, % at 9.51 µM. recombinant Fam108B, FP-Rh probe fluorescence polarization;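 active means inhibition above the screen mean inhibition plus 3 SD, computed separately per campaign, cut at about 18% in these data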;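 further: inhibitors lower polarization as less probe binds the enzyme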
AGP1-GFP MLPCN: modulators of AGP1-GFP expression in yeast TOR pathway, primary screen, cell-based, multiplex flow cytometry, S. cerevisiae, MLPCN library; 3 h; GFP as percent of DMSO wells; GFP response vs DMSO, % at 10 µM; hit rate 0.02% among 320,000;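 active means GFP response relative to DMSO above a set limit, near screen average plus 3 SD, cut at about 150% in these data; inconclusive means fewer than 70 cells counted for the yeast strain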;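 further: median GFP channel fluorescence of the gated AGP1 strain per well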
Bcl-xL primary: inhibitors of human Bcl-xL, primary screen, biochemical, fluorescence polarization, HTS; Bcl-2-like protein 1 (Homo sapiens), Q07817; GST-Bcl-xL / FITC-Bim BH3 peptide fluorescence polarization; inhibition, % at 10.9 µM; hit rate 0.7% among 320,000; AID 2129, 2009;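 active means inhibition above the mean of all tested compounds plus 3 SD, cutoff set per campaign, cut at about 30% in these data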;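 further: 0% = DMSO wells and 100% = unlabeled Bim-BH3 peptide competitor; inhibitors lower millipolarization by displacing the labeled peptide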
Target sequence (Q07817 whole entry, looked up): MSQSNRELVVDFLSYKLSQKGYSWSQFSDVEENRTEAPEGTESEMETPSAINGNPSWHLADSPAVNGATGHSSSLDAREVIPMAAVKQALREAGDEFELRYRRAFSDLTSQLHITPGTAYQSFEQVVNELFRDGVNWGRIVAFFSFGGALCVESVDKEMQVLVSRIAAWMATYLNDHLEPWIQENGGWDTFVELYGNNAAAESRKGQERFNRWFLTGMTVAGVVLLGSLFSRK
CIT2 TOR yeast: modulators of CIT2-GFP expression in yeast, primary screen, S. cerevisiae, GFP fusion, multiplex flow cytometry, MLPCN library; S. cerevisiae CIT2-GFP strain, 3 h; 100 means same as DMSO wells; GFP response vs DMSO, % at 10 µM; hit rate 0.065% among 320,000; AID 2029, 2009;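 active means GFP response relative to DMSO above a set limit, near the screen mean plus 3 SD, cut at about 150% in these data; inconclusive means Fewer than 70 cells measured for a yeast strain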;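 further: ratio of well median GFP fluorescence to mean of DMSO wells on the plate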
GLD-1 TGE inh: GLD-1/TGE RNA complex disruptors, primary screen, biochemical, fluorescence polarization; Female germline-specific tumor suppressor gld-1 (Caenorhabditis elegans), Q17339; purified GLD-1 + fluorescein TGE RNA; inhibition, % at 5.96 µM; hit rate 0.44% among 320,000;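 active means percent inhibition above a per-plate cutoff, the plate mean of test compounds plus 3 SD, cut at about 30% in these data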;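 further: 0% = DMSO wells with GLD-1 and probe and 100% = wells lacking GLD-1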
MCL1 BIM primary: inhibitors of MCL1 binding to BIM-BH3, primary screen, biochemical, fluorescence polarization; GST-MCL1 / FITC-Bim-BH3 fluorescence polarization; inhibition, % at 10.9 µM; AID 2057, 2009; hit rate 0.68% among 320,000; Induced myeloid leukemia cell differentiation protein Mcl-1 (Homo sapiens), Q07820;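 active means inhibition above the mean inhibition of all tested compounds plus 3 SD, set per campaign, cut at about 40% in these data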;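 further: 0% = DMSO wells and 100% = unlabeled Bim-BH3 peptide control; higher means more loss of mP so more displacement of Bim peptide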
Target sequence (Q07820 whole entry, looked up): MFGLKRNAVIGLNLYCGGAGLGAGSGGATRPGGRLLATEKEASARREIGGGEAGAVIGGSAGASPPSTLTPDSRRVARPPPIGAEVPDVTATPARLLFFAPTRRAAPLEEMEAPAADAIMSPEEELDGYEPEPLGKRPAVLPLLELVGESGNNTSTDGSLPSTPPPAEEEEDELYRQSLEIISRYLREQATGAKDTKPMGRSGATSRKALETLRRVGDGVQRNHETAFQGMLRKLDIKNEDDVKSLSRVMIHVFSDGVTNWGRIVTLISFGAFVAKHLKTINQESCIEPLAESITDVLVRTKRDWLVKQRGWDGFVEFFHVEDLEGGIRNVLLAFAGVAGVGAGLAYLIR
VLA-4 inh: inhibition in human VLA-4 binding assay, primary screen, VLA-4 allosteric modulator project, MLPCN library, flow cytometry, VLA-4 expressing cells; ligand binding flow cytometry; AID 2557, 2010; hit rate 0.2% among 330,000; inhibition, % (about 7 µM as worked out from the volumes in the protocol); in the data active means inhibition above about 50%
GRK2 inh: compounds blocking aptamer binding on GRK2 – biochemical, human GRK2, bead flow cytometry, HTS, primary screen. inhibition of aptamer binding, % at 10 µM. FAM-aptamer displacement from GRK2. Beta-adrenergic receptor kinase 1 (Homo sapiens), P25098. hit rate 0.59% among 330,000;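 active means inhibition of aptamer binding above 40%, roughly 3 SD of noise, on plates passing a quality check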;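 further: median bead fluorescence of bound FAM aptamer so fluorescent compounds give negative values; no value below 0 was filed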
Numbers without * were called inactive; ? = inconclusive; · = no result given; & = joins results of further samples.

Molecule	MCL1 BIM primary	VLA-4 inh	Bcl-xL primary	MEX-5 binding	Fam108B inh	GRK2 inh	GLD-1 TGE inh	AGP1-GFP MLPCN	CIT2 TOR yeast
COc1cc(Cn2c(=O)c3c(OC)c(C)cnc3n(C)c2=O)cc(OC)c1	-9	2	-5	2.6	-4	0	-4	100	100
Cc1ccc(-c2c(C(=O)Nc3ccccc3C)c(C)[nH]c(=S)c2C#N)o1	25	3	28	-2.0	4	1	20	113	116
O=C(Nc1nc(-c2ccccn2)cs1)c1ncc(Cl)c(Cl)c1Cl	4	-1	3	0.4	0	3	4	89	93
C#CCOCCOCCOCCNc1nc(N2CCN(C(=O)[C@H]([C@@H](C)CC)n3cc([C@@H](N)Cc4ccc(O)cc4)nn3)CC2)nc(N2CCN(C(=O)[C@H](Cc3ccc(O)cc3)n3cc([C@@H](N)C(C)CC)nn3)CC2)n1 (some centres undefined)	4	-5	4	-2.5	0	0	0	96	112
Cc1ccc(-c2nnn(CC(=O)NCc3ccccc3)n2)c(-n2cnnn2)c1	9	0	8	0.8	-3	0	-7	88	88
Cc1ccc(C(=O)Nc2ccc(N3CCOCC3)cc2)cc1	0	22	-2	0.3	3	1	-8	94	97
COc1ccc(C(CNc2nc(-c3cccnc3)nc3ccccc23)N(C)C)cc1 (centres undefined)	-9	0	3	0.2	3	0	4	108	100
CCCCn1c(N)c(N(CCOC)C(=O)CSCC(=O)Nc2cccc(C)c2)c(=O)[nH]c1=O	-1	4	-1	-1.4	2	2	0	103	95
O=C(Cn1cnc2c(nnn2Cc2ccccc2)c1=O)c1ccc(Cl)cc1	2	-13	7	1.9	4	0	4	113	126
Cc1cc(C(=O)COc2cccnc2[N+](=O)[O-])c(C)n1-c1ccccc1F	5	4	1	-0.3	0	2	6	101	93
Cn1nc(C(C)(C)C)cc1C(=O)O	-3	-6	-1	-0.2	-1	0	6	92	83
O=[N+]([O-])c1cccc(S(=O)(=O)N2CCN(S(=O)(=O)N3CCOCC3)CC2)c1	-2	31	3	-0.9	3	0	0	103	101
COC(=O)CCNCCSc1nnc(-c2ccco2)n1Cc1ccccc1	5	0	2	-2.6	-3	0	-4	109	99
CCOC(=O)N1CCN(C(=O)C2CCN(CC3CCCCC3)CC2)CC1	6	7	5	2.0	1	1	1	98	99
Cc1cc([N+](=O)[O-])nn1CCCC(=O)Nc1c(C)n(C)n(-c2ccccc2)c1=O	1	2	4	0.3	0	1	-2	102	108
O=C(O)CC1(Cc2nc(-c3cccs3)no2)CCCC1	-7	-14	2	2.7	3	3	2	99	96
Cc1nn(CC(=O)N2CCC(N3CCCCC3)CC2)c(=O)c2c1sc1ccccc12	-2	-6	2	-2.5	-1	0	0	105	105
O=C(CCCn1c(SCC(=O)c2ccc(F)cc2)nc2ccccc2c1=O)NCc1ccco1	3	-3	-5	0.4	-2	0	-6	95	78
COc1ccc(N2C(=O)c3ccccc3NC2c2ccc(OC)c(CN3CCOCC3)c2)cc1 (centres undefined)	-4	-6	-3	1.2	-4	0	4	96	100
CCN(CC)S(=O)(=O)c1cccc(-c2nnc(SCC(N)=O)n2N)c1	4	-2	4	0.8	1	2	4	99	103
C=CCOc1c2ccc(C(=O)N(CC)c3ccc(OC)cc3)cc2nn1C	9	·	4	1.1	-5	·	0	·	·
CCOC(=O)CCC(=O)Nc1ccc(S(=O)(=O)N2CCC(C)CC2)cc1	-3	5	1	-1.1	-5	4	-1	105	99
Cc1ccccc1C(=O)Nc1cc(S(=O)(=O)N2CCOCC2)ccc1N1CCN(C)CC1	0	-30	-1	·	·	0	-1	95	92
CCN(CC(=O)Nc1ccccc1Br)C1CCCCC1	-4	15	3	2.1	-2	0	7	103	99
O=C(CSc1nnc2ccccn12)NNC(=O)c1ccc([N+](=O)[O-])cc1	3	-9	-4	0.4	-6	0	-8	104	97
COC(=O)c1sc(C(C)(C)C)cc1CS(=O)(=O)c1ccc(Cl)cc1	-4	-2	0	0.0	3	4	4	104	98
CCSc1nc(-c2ccc(OC)cc2)cc(-c2ccc(OC)cc2)c1C#N	-2	-1	-2	-2.3	-4	2	12	96	92
COc1ccc(Nc2cc(C(=O)NCCCN3CCN(C)CC3)c3ccccc3n2)c(OC)c1	-6	2	-2	0.0	3	4	-1	?	?
O=C(NCCCN1CCCCCC1)C1CC(=O)N(C2CCCC2)C1 (centres undefined)	7	11	4	0.3	-10	0	4	103	98
Cc1cnc(C(=O)OCC(=O)Nc2cccc(S(=O)(=O)N3CCOCC3)c2)cn1	·	10	·	·	·	1	-6	101	111
COC(=O)Cn1c(=NC(=O)CN2C(=O)CCC2=O)sc2cc(S(N)(=O)=O)ccc21	10	-35	9	0.4	-1	0	4	106	103
Cc1cc(NS(=O)(=O)c2ccc(NC(=S)NCc3ccccc3)cc2)no1	9	11	8	1.6	1	3	0	99	98
Cn1nc(C(C)(C)C)cc1C(=O)NNC(=O)c1ccccc1Cl	5	17	3	·	0	2	1	104	100
CCOc1ccc(C2C(C#N)=C(N)N3C(=C2C#N)Sc2ccccc23)cc1 (centres undefined)	-17	-46	-3	-1.7	-2	6	-13	105	99
CCOC(=O)c1ccc(NC(=S)NCC(O)c2ccccc2)cc1 (centres undefined)	-5	8	-3	-1.3	-1	1	3	92	92
CS(=O)(=O)N(CCc1ccccc1)CC(=O)Nc1ccc2c(c1)OCO2	3	-1	4	-1.0	3	1	3	92	100
O=C(c1cccc(COCC(F)(F)C(F)F)c1)N1CCN(c2ccccc2)CC1	12	1	1	2.1	1	3	11	96	92
Cc1nc(SCC(=O)c2ccc(F)c(F)c2)[nH]c(=O)c1Oc1ccc(F)cc1	8	10	7	0.5	-2	0	4	·	·
CCN1C(=O)C(=O)N(CC(=O)Nc2cc(C)ccc2C)C1=O	-23	14	-16	·	·	1	5	95	95
O=Cc1sc(=O)n(Cc2cccc(C(=O)O)c2)c1Cl	-4	-14	0	9.5	-2	0	-3	101	99
COC(=O)COc1ccc(NS(=O)(=O)c2cccc([N+](=O)[O-])c2)cc1	-6	22	0	2.4	4	2	8	93	101
O=c1c2nnn(Cc3ccc(Cl)cc3)c2ncn1Cc1ccc(F)cc1	-2	-5	0	1.7	2	0	5	99	98
COc1ccc(-c2c(C(C)=O)c(C)nc3sc4c(=O)n(-c5ccc(C)cc5)nnc4c23)cc1	8	-4	9	-0.2	-5	1	4	99	109
CCOC(=O)c1c(S(=O)(=O)N2CCCC(C(=O)Nc3ncccc3C)C2)c(C)n(C)c1C (centres undefined)	-4	9	1	-1.8	0	0	4	108	99
Cc1cccc(SCC(=O)Nc2ccccc2[N+](=O)[O-])c1	10	16	2	-3.3	-4	1	-7	95	93
Cc1nn(-c2ccc(C(=O)N3CCN(S(=O)(=O)c4ccccc4C(F)(F)F)CC3)cc2)c(C)c1Cl	1	2	2	·	·	2	12	99	98
Cc1cccc2sc(N(CCCN(C)C)C(=O)c3ccc4ncsc4c3)nc12	4	0	8	2.7	14	0	8	102	95
Cn1c(=O)oc2cc(S(=O)(=O)N3CCN(c4ccccc4)CC3)ccc21	-28	-100	-11	3.6	-7	5	-4	103	104
O=C(COC(=O)/C=C/c1cccc(C(F)(F)F)c1)Nc1cccc2ccccc12	7	5	9	-3.2	-3	1	3	96	99
CC1(C)Cc2cccc(OCC(=O)OCC(=O)Nc3ccc(C(N)=O)cc3)c2O1	6	9	8	0.2	-1	1	4	101	98

Remaining list, next part.
Molecule	MCL1 BIM primary	VLA-4 inh	Bcl-xL primary	MEX-5 binding	Fam108B inh	GRK2 inh	GLD-1 TGE inh	AGP1-GFP MLPCN	CIT2 TOR yeast
O=C(NCc1ccco1)c1ccc(Cn2cc([N+](=O)[O-])cn2)o1	5	-3	2	0.4	2	1	3	100	98
CCCCSc1nnc2c(n1)[nH]c1ccccc12	3	11	4	-0.3	-13	0	2	90	89
O=C(NC(=S)NCc1nc2ccccc2[nH]1)c1ccc(F)cc1	5	8	-1	-2.9	-1	0	4	103	103
CN(CC(=O)Nc1ccc(F)c(F)c1F)C(=O)CC1OC(=O)c2ccccc21 (centres undefined)	1	10	-2	-1.8	0	2	5	101	89
CC1=C(C(=O)OCc2ccccc2)C(c2ccco2)n2ncnc2N1 (centres undefined)	2	8	1	1.2	0	0	1	105	101
Cn1c(SCC(=O)NCc2ccccc2)nnc1C1CC1	-6	10	5	1.1	1	1	-3	105	100
COCCn1c(-c2ccc(OC)cc2)cnc1SCC(=O)Nc1cccc2ccccc12	-10	-3	-1	-1.7	0	1	0	93	96
Nc1ccc(C#Cc2ccc3oc4ccccc4c(=O)c3c2)cc1	1	-7	5	3.4	10	0	1	78	78
Cc1ccccc1-c1cnn(-c2cccc([N+](=O)[O-])c2)c1N	1	-10	5	-0.4	-2	1	5	108	107
Cc1cccc(-n2nc3c(c2NC(=O)c2ccc(Br)o2)CSC3)c1	-5	-2	-3	2.0	-22	0	-3	100	92
CC1(CC(=O)N/N=C/c2ccc(-c3ccc(Cl)cc3)o2)OCCO1	-1	8	-4	2.2	-5	0	-4	106	111
O=C1NCCN1Cc1ccccc1	0	-2	-1	4.4	-2	0	0	103	102
O=C(CSc1nc2ccccc2[nH]1)Nc1c(F)c(F)c(F)c(F)c1F	-4	0	-8	4.7	1	0	1	94	90
O=C(CNC(=O)c1ccccc1)OCCCOC(=O)CNC(=O)c1ccccc1	-3	5	-2	-2.6	0	0	6	104	104
COC(=O)CNC(=O)Cn1cnc2sc(C)c(S(=O)(=O)N3CCN(c4ccccc4OC)CC3)c2c1=O	5	3	3	-0.3	2	2	-2	59	86
Cc1ccccc1C(OCCN(C)C)c1ccccc1 (centres undefined)	-2	30&12	-1	-2.8	-11	7&0	5&3	104&96	109&90
C/C(=N\NC(=O)c1cccs1)c1ccc2ccccc2c1	9	12	2	-0.1	-1	12	6	101	99
N=c1c(S(=O)(=O)c2ccc(F)cc2)cc2c(=O)n3ccccc3nc2n1CC1CCCO1 (centres undefined)	2	-7	11	-3.3	-3	0	0	122	126
COc1ccc2oc(=O)c(-c3nnc(N)s3)cc2c1	9	-7	-5	-0.3	1	4	4	96	103
CC(C)c1ccc(NC(=O)c2sccc2-n2cccc2)cc1	-5	4	0	-0.8	-7	0	2	90	83
O=C(COC(=O)Cc1ccc(F)cc1)NC1CCCCC1	-1	-1	3	·	·	0	4	101	92
O=C(CCc1ccc(S(=O)(=O)NCc2ccccc2)cc1)NCc1cccnc1	3	-4	7	0.4	-3	0	6	101	108
CCCc1nnc(NC(=O)CN2CCOCC2)s1	1	2	1	-0.6	-3	2	1	109	110
Cc1ccc(/C=C/C(=O)Nn2cnnc2)cc1	1	-10	-2	1.3	1	4	-2	91	94

Source: PubChem (several laboratories)
